MEP2 TOR yeast: yeast TOR pathway MEP2-GFP modulation; 330,000 compounds, 0.51% hits; S. cerevisiae MEP2-GFP strain, flow cytometry GFP, 3 h; 100% = DMSO control level; GFP response vs DMSO, % at 10 µM; AID 2016;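 active = GFP response versus DMSO above a set limit, roughly screen mean plus 3 SD, cut at about 180% in these data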;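 also: median GFP fluorescence of the barcode-gated MEP2-GFP cells per well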
AGP1-GFP MLPCN: yeast TOR pathway AGP1-GFP modulation; S. cerevisiae AGP1-GFP multiplex flow cytometry, 3 h; GFP as percent of DMSO wells; GFP response vs DMSO, % at 10 µM; 320,000 compounds, 0.02% hits; AID 2066;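 active = GFP response relative to DMSO above a set limit, near screen average plus 3 SD, cut at about 150% in these data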;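 also: median GFP channel fluorescence of the gated AGP1 strain per well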
CIT2-GFP yeast: modulators of TOR pathway CIT2-GFP in S. cerevisiae; S. cerevisiae CIT2-GFP strain, flow cytometry, 3 h; 100 means same as DMSO wells; GFP response vs DMSO, % at 10 µM; 320,000 compounds, 0.065% hits; AID 2029;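 active = GFP response relative to DMSO above a set limit, near the screen mean plus 3 SD, cut at about 150% in these data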;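 also: ratio of well median GFP fluorescence to mean of DMSO wells on the plate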
Yeast superoxide: yeast age-related superoxide inhibition as caloric restriction mimetic; 330,000 compounds, 0.18% hits; S. cerevisiae aged cells, superoxide DHE fluorescence; active compounds read low; superoxide response (% of plate mean), % at 10 µM; AID 2690;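 active = superoxide response under a set limit, about three screen SD below normal, cut at about 65% in these data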;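 also: yeast aged for seven days with compound at 30 °C before DHE staining; 100% = average MFI of all compound-treated wells on the plate with controls excluded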
LAP4 TOR yeast: alters LAP4-GFP fluorescence in TOR pathway yeast screen | S. cerevisiae LAP4-GFP multiplex, flow cytometry GFP, 3 h; median GFP as percent of DMSO wells | GFP response vs DMSO, % at 10 µM | 320,000 compounds, 0.34% hits;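 active = GFP response vs DMSO above a set limit, about the screen mean plus 3 SD, cut at about 150% in these data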
RPL19A-GFP yeast: modulators of TOR pathway RPL19A-GFP in S. cerevisiae; percent response vs DMSO, % at 10 µM; 330,000 compounds, 0.3% hits; AID 2025; S. cerevisiae RPL19A-GFP strain, flow cytometry, 3 h; active compounds read low;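 active = percent response vs DMSO below 50%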;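 also: median channel GFP fluorescence of the barcoded RPL19A-GFP strain; ratio of sample median GFP to plate DMSO average so 100% = DMSO; lower means less RPL19A-GFP as with rapamycin TOR inhibition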
AHR activator: activators of human aryl hydrocarbon receptor | AHR-responsive luciferase reporter cells, luminescence | activation, % at 5 µM | 320,000 compounds, 2.5% hits; in the data active = activation above about 47%;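 also: 0% = vehicle wells and 100% = reference agonist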
Target sequence (P35869 whole entry, looked up): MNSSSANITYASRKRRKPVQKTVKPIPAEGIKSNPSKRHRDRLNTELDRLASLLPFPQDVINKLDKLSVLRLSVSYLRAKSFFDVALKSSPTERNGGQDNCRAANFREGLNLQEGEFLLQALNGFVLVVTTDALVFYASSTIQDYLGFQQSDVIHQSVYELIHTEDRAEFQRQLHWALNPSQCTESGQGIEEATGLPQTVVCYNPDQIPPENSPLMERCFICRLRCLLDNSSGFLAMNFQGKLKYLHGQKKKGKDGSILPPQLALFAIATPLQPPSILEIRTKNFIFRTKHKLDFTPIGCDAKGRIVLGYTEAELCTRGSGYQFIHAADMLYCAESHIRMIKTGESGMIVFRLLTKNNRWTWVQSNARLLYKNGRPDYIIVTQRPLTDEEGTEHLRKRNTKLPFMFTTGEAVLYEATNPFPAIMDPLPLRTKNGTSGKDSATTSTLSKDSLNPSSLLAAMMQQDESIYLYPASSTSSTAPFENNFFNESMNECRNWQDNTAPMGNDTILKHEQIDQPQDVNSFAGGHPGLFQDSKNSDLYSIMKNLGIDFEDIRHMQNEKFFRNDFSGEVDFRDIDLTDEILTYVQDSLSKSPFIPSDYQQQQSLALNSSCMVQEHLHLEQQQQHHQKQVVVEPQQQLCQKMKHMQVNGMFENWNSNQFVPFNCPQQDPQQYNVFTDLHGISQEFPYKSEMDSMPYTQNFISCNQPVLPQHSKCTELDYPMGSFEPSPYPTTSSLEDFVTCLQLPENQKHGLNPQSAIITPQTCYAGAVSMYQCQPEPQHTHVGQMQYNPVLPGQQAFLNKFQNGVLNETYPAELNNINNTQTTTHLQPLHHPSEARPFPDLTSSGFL
Efflux pump inh: antifungal efflux pump inhibition, Nile Red retention; 330,000 compounds, 0.44% hits; AID 485275; inhibition, % at 10 µM; S. cerevisiae Candida pump triplex;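 active = plate passing quality check with inhibition over a set limit, or well fluorescence over plate mean plus 4 SD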;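 also: Nile Red retained in pooled yeast measured as flow cytometry median fluorescence; 0% = buffer negative control and 100% = Enniatin B positive control; higher means more Nile Red kept so more efflux inhibition; some compounds called inactive have numbers as strong as hits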
Starred values were filed as active, the others as inactive.

What do the screens show for `CC(=O)c1cccc(NC(=O)C2CCCN(S(C)(=O)=O)C2)c1` (stereo not drawn)?
MEP2 TOR yeast: 97; AGP1-GFP MLPCN: 94; Yeast superoxide: 93; LAP4 TOR yeast: 89; RPL19A-GFP yeast: 97; AHR activator: 0; Efflux pump inh: -0.1

What do the screens show for `COc1ccccc1N1CCN(C(=O)C2CCN(C(=O)c3cccc(Cl)c3)CC2)CC1`?
MEP2 TOR yeast: 106; AGP1-GFP MLPCN: 106; CIT2-GFP yeast: 104; Yeast superoxide: 107; LAP4 TOR yeast: 98; RPL19A-GFP yeast: 106; AHR activator: 0; Efflux pump inh: 0.1

Results for CCCC(=O)Nc1sc2c(c1C#N)CCCC2 ?
MEP2 TOR yeast: 106; AGP1-GFP MLPCN: 100; CIT2-GFP yeast: 101; Yeast superoxide: 96; LAP4 TOR yeast: 101; RPL19A-GFP yeast: 98; AHR activator: 13; Efflux pump inh: -0.1

How did CN(CC(=O)NCC1CCCO1)S(=O)(=O)c1ccc(Br)cc1 (stereo not drawn) do in these assays?
MEP2 TOR yeast: 108; AGP1-GFP MLPCN: 100; CIT2-GFP yeast: 107; Yeast superoxide: 96; LAP4 TOR yeast: 95; RPL19A-GFP yeast: 103; AHR activator: 1; Efflux pump inh: -0.1

How did COc1ccc(OC)c(C(=O)Nc2c(O)ccc3ccccc23)c1 do in these assays?
MEP2 TOR yeast: 93; AGP1-GFP MLPCN: 92; CIT2-GFP yeast: 84; Yeast superoxide: 86; LAP4 TOR yeast: 107; RPL19A-GFP yeast: 92; AHR activator: 45; Efflux pump inh: 0.1

Results for CC1=C(C(=O)NCc2ccco2)C2(CCC(C)CC2)OC1=O (stereo not drawn) ?
MEP2 TOR yeast: 96; AGP1-GFP MLPCN: 97; CIT2-GFP yeast: 100; Yeast superoxide: 102; LAP4 TOR yeast: 94; RPL19A-GFP yeast: 96; AHR activator: 2; Efflux pump inh: -0.1

What do the screens show for `CN1CC(=O)N(CC(=O)Nc2ccc(F)cc2)c2ccccc2C1=O`?
MEP2 TOR yeast: 96; AGP1-GFP MLPCN: 97; CIT2-GFP yeast: 96; Yeast superoxide: 103; LAP4 TOR yeast: 94; RPL19A-GFP yeast: 96; AHR activator: 1; Efflux pump inh: -0.1

How did COCCCNC(=O)Cn1cc2c(n1)CCC(C)C2 (stereo not drawn) do in these assays?
MEP2 TOR yeast: 101; AGP1-GFP MLPCN: 112; CIT2-GFP yeast: 102; Yeast superoxide: 81; LAP4 TOR yeast: 103; RPL19A-GFP yeast: 101; AHR activator: -1; Efflux pump inh: -0.1

How did CCS(=O)(=O)c1nc(S(=O)(=O)c2ccc(C)cc2)c(N2CCOCC2)s1 do in these assays?
MEP2 TOR yeast: 108; AGP1-GFP MLPCN: 101; CIT2-GFP yeast: 99; Yeast superoxide: 93; LAP4 TOR yeast: 99; RPL19A-GFP yeast: 103; AHR activator: 2; Efflux pump inh: 0.1

Results for Nc1nc2c(c(=O)[nH]1)CN(Cc1ccccc1)CC2 ?
MEP2 TOR yeast: 94; AGP1-GFP MLPCN: 87; CIT2-GFP yeast: 93; Yeast superoxide: 101; LAP4 TOR yeast: 114; RPL19A-GFP yeast: 99; AHR activator: 1; Efflux pump inh: 0.0

What do the screens show for `CCOC(=O)N1CCN(c2cc(NCCO)c([N+](=O)[O-])c3nonc23)CC1`?
MEP2 TOR yeast: 124; AGP1-GFP MLPCN: 105; CIT2-GFP yeast: 106; Yeast superoxide: 99; LAP4 TOR yeast: 103; RPL19A-GFP yeast: 103; AHR activator: 0; Efflux pump inh: -0.1

Results for O=C(COc1ccc(Br)cc1)N1CCc2ccccc21 ?
MEP2 TOR yeast: 95; AGP1-GFP MLPCN: 100; CIT2-GFP yeast: 88; Yeast superoxide: 100; LAP4 TOR yeast: 104; RPL19A-GFP yeast: 94; AHR activator: -2; Efflux pump inh: -0.1

How did COc1ccc(CNC(=O)C(c2ccncc2)N(C(=O)Cc2cccs2)c2cccc(C)c2)cc1 (stereo not drawn) do in these assays?
MEP2 TOR yeast: 94; AGP1-GFP MLPCN: 96; CIT2-GFP yeast: 109; Yeast superoxide: 92; LAP4 TOR yeast: 105; RPL19A-GFP yeast: 94; AHR activator: 3; Efflux pump inh: -0.2

Results for COc1ccc(NC(=O)Cn2nc(C)c3ccccc3c2=O)cc1 ?
MEP2 TOR yeast: 98; AGP1-GFP MLPCN: 99; CIT2-GFP yeast: 104; Yeast superoxide: 97; LAP4 TOR yeast: 84; RPL19A-GFP yeast: 104; AHR activator: 1; Efflux pump inh: 0.0

Results for CCOC(=O)c1ccc(N2CN(CCc3ccccc3)CNC2=S)cc1 ?
MEP2 TOR yeast: 104; AGP1-GFP MLPCN: 104; CIT2-GFP yeast: 108; Yeast superoxide: 100; LAP4 TOR yeast: 108; RPL19A-GFP yeast: 107; AHR activator: 3; Efflux pump inh: -0.2

How did COc1ccc(NS(=O)(=O)c2csc(C(=O)Nc3ccccc3)c2)cc1 do in these assays?
MEP2 TOR yeast: 100; AGP1-GFP MLPCN: 102; CIT2-GFP yeast: 95; Yeast superoxide: 92; LAP4 TOR yeast: 101; RPL19A-GFP yeast: 97; AHR activator: 3; Efflux pump inh: 0.0

How did O=C(Nc1ccc([N+](=O)[O-])cc1)c1ccc(Cn2cc([N+](=O)[O-])cn2)cc1 do in these assays?
MEP2 TOR yeast: 113; AGP1-GFP MLPCN: 104; CIT2-GFP yeast: 107; Yeast superoxide: 92; LAP4 TOR yeast: 103; RPL19A-GFP yeast: 108; AHR activator: -2; Efflux pump inh: -0.1

What do the screens show for `O=C(C1CC1)N1CCN=C1SCc1cccc(F)c1`?
MEP2 TOR yeast: 104; AGP1-GFP MLPCN: 105; CIT2-GFP yeast: 105; Yeast superoxide: 90; LAP4 TOR yeast: 104; RPL19A-GFP yeast: 103; AHR activator: -3; Efflux pump inh: 0.1

Results for CC(C)(C)n1cc(S(=O)(=O)c2ccccc2)[nH]c1=O ?
MEP2 TOR yeast: 93; AGP1-GFP MLPCN: 102; CIT2-GFP yeast: 95; Yeast superoxide: 104; LAP4 TOR yeast: 108; RPL19A-GFP yeast: 103; AHR activator: 1; Efflux pump inh: 0.2

Results for Cc1cc(C)nc(NC(=O)NS(=O)(=O)N2CCCCCC2)n1 ?
MEP2 TOR yeast: 89; AGP1-GFP MLPCN: 99; CIT2-GFP yeast: 102; Yeast superoxide: 105; LAP4 TOR yeast: 90; AHR activator: 5; Efflux pump inh: 0.0

2 successive entries from above, quoted:
Results for CC(C)(C)n1cc(S(=O)(=O)c2ccccc2)[nH]c1=O ?
MEP2 TOR yeast: 93; AGP1-GFP MLPCN: 102; CIT2-GFP yeast: 95; Yeast superoxide: 104; LAP4 TOR yeast: 108; RPL19A-GFP yeast: 103; AHR activator: 1; Efflux pump inh: 0.2

Results for Cc1cc(C)nc(NC(=O)NS(=O)(=O)N2CCCCCC2)n1 ?
MEP2 TOR yeast: 89; AGP1-GFP MLPCN: 99; CIT2-GFP yeast: 102; Yeast superoxide: 105; LAP4 TOR yeast: 90; AHR activator: 5; Efflux pump inh: 0.0

Next records follow:
What do the screens show for `COC(=O)C1=NN(C(=O)c2ccc(C)cc2)C(O)(c2ccc(Cl)cc2)C1` (stereo not drawn)?
MEP2 TOR yeast: 97; AGP1-GFP MLPCN: 91; CIT2-GFP yeast: 85; Yeast superoxide: 132; LAP4 TOR yeast: 122; RPL19A-GFP yeast: 97; AHR activator: 1; Efflux pump inh: 0.0

Results for COC(=O)c1sc(NC(=O)c2ccco2)c(C#N)c1C ?
MEP2 TOR yeast: 102; AGP1-GFP MLPCN: 95; CIT2-GFP yeast: 93; Yeast superoxide: 112; LAP4 TOR yeast: 97; RPL19A-GFP yeast: 100; AHR activator: 4; Efflux pump inh: 0.2

What do the screens show for `CCC(=O)N(Cc1ccco1)Cc1cc2cccc(C)c2n2nnnc12`?
MEP2 TOR yeast: 105; AGP1-GFP MLPCN: 96; CIT2-GFP yeast: 94; Yeast superoxide: 104; LAP4 TOR yeast: 91; RPL19A-GFP yeast: 101; AHR activator: 5; Efflux pump inh: 0.2

Results for CN(C)CCNC(=O)COc1ccc(C23CC4CC(CC(C4)C2)C3)cc1 ?
MEP2 TOR yeast: 108; AGP1-GFP MLPCN: 100; CIT2-GFP yeast: 106; Yeast superoxide: 99; LAP4 TOR yeast: 95; RPL19A-GFP yeast: 107; AHR activator: -2; Efflux pump inh: -0.1

Results for COc1ccc(CNC(=O)COc2ccc(S(=O)(=O)N3CCCCC3)cc2Cl)cc1 ?
MEP2 TOR yeast: 86; AGP1-GFP MLPCN: 93; Yeast superoxide: 94; LAP4 TOR yeast: 79; RPL19A-GFP yeast: 106; AHR activator: 4; Efflux pump inh: 0.0

How did CN(C)c1nc(C#N)nc(N(C)C)n1 do in these assays?
MEP2 TOR yeast: 103; AGP1-GFP MLPCN: 104; CIT2-GFP yeast: 101; Yeast superoxide: 101; LAP4 TOR yeast: 100; RPL19A-GFP yeast: 100; AHR activator: -1; Efflux pump inh: 0.0

How did Cc1cccc(C(=O)Oc2ccc(/C=N/NC(=O)Cc3ccc([N+](=O)[O-])cc3)cc2)c1 do in these assays?
MEP2 TOR yeast: 99; AGP1-GFP MLPCN: 96; CIT2-GFP yeast: 98; Yeast superoxide: 96; LAP4 TOR yeast: 89; RPL19A-GFP yeast: 97; AHR activator: 0; Efflux pump inh: 0.0

How did COc1cccc(C(=O)NCCS(=O)(=O)NCC2CCCO2)c1 (stereo not drawn) do in these assays?
MEP2 TOR yeast: 102; AGP1-GFP MLPCN: 105; CIT2-GFP yeast: 103; Yeast superoxide: 93; LAP4 TOR yeast: 94; RPL19A-GFP yeast: 100; AHR activator: 3; Efflux pump inh: 0.0

How did O=C(CCc1nnc(-c2ccc3c(c2)OCO3)o1)NC(c1cccnc1)C(F)(F)F (stereo not drawn) do in these assays?
MEP2 TOR yeast: 93; AGP1-GFP MLPCN: 88; CIT2-GFP yeast: 93; Yeast superoxide: 113; LAP4 TOR yeast: 85; RPL19A-GFP yeast: 89; AHR activator: 10; Efflux pump inh: 0.0

Results for CCc1ccccc1NC(=O)Nc1cccn(Cc2ccc(F)cc2)c1=O ?
MEP2 TOR yeast: 92; AGP1-GFP MLPCN: 94; CIT2-GFP yeast: 88; Yeast superoxide: 80; LAP4 TOR yeast: 106; RPL19A-GFP yeast: 96; AHR activator: 6; Efflux pump inh: -0.1

How did CCN1CCN(CCNC(=O)c2cc(Cl)c(NC(=O)C3=C(C)OCCS3)cc2OC)CC1 do in these assays?
MEP2 TOR yeast: 97; AGP1-GFP MLPCN: 107; CIT2-GFP yeast: 104; Yeast superoxide: 101; LAP4 TOR yeast: 102; RPL19A-GFP yeast: 98; AHR activator: -5; Efflux pump inh: 0.3

How did Cc1ccc(CNC(=O)c2cc(-c3ccccc3)n(Cc3cc(C)no3)n2)cc1 do in these assays?
MEP2 TOR yeast: 96; AGP1-GFP MLPCN: 91; CIT2-GFP yeast: 83; Yeast superoxide: 94; LAP4 TOR yeast: 102; RPL19A-GFP yeast: 104; AHR activator: 1; Efflux pump inh: 0.0

What do the screens show for `Cc1ccc(/C=N/NC(=O)c2cc3c(s2)CCCC3)o1`?
MEP2 TOR yeast: 96; AGP1-GFP MLPCN: 96; CIT2-GFP yeast: 98; Yeast superoxide: 112; LAP4 TOR yeast: 97; RPL19A-GFP yeast: 96; AHR activator: 9; Efflux pump inh: 0.3

How did CCOC(=O)CNC(=O)C(=O)c1c(O)[nH]c2ccccc12 do in these assays?
MEP2 TOR yeast: 78; AGP1-GFP MLPCN: 89; CIT2-GFP yeast: 67; Yeast superoxide: 83; LAP4 TOR yeast: 99; RPL19A-GFP yeast: 98; AHR activator: 36; Efflux pump inh: -0.1

How did O=C1C2=C(SCCS2)C(=O)N1c1ccccc1 do in these assays?
MEP2 TOR yeast: 102; AGP1-GFP MLPCN: 95; CIT2-GFP yeast: 98; Yeast superoxide: 103; LAP4 TOR yeast: 93; RPL19A-GFP yeast: 96; AHR activator: -4; Efflux pump inh: 0.2
